Source: PubChem BioAssay
UTI89 phage lysis: inhibition of K1F phage lysis, E. coli UTI89, bacterial capsule biogenesis inhibitors, alamar blue (AID 488966) | E. coli UTI89 K1F phage lysis, alamar blue, 2 h; higher % means a stronger effect | one-dose inhibition, % at 100 µM; IC50 in µM for titrated hits | 340,000 compounds, 0.02% hits;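 active = phage lysis inhibition, versus mean bacterial control, above a set limit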;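 also: capsule biogenesis inhibitors block K1F phage lysis so surviving cells raise fluorescence; higher fluorescence means more inhibition of phage lysis; actives were called in the ten point dose series up to 300 µM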
M1AAP inhibition: P. falciparum M1AAP inhibitors, biochemical, fluorogenic H-Leu-NHMec substrate, 1536-well (AID 1445); inhibition, % at 30 µM, or IC50 in µM where a hit was titrated; 220,000 compounds, 0.42% hits; recombinant M1AAP, H-Leu-NHMec fluorogenic kinetic assay; higher % means a stronger effect;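 active = primary inhibition above the hit cutoff, then over 50% inhibition at one or more dose response concentrations, cut at about 23% in these data, passing the limit was not always enough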;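 also: plate controls were DMSO full reaction for no effect and no enzyme background for full effect; strong numbers were not always called active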
Lipid droplet: inhibitors of hepatocyte lipid droplet formation, primary screen, imaging, high-throughput imaging, BODIPY stain; 240,000 compounds, 0.4% hits; AML12 mouse hepatocytes, oleate lipid droplets; inhibition, % at 6.5 µM; AID 1656, 2009;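 active = lipid droplet intensity inhibited by at least 50%, with more than 500 cells counted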
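Material – mouse AML12 hepatocyte cell line, fixed after treatment · Compound dosing – one dose, 6.5 µM compound · Times – compound with oleate, overnight · Measured by – Image-based BODIPY and DAPI two-channel analysis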
PMI inhibition: human PMI inhibitors, high substrate, primary screen, biochemical, fluorescence intensity, high mannose 6-phosphate (AID 1220) | inhibition, % at 20 µM, or IC50 in µM where a hit was titrated | 190,000 compounds, 0.66% hits | recombinant PMI enzyme, coupled fluorescence intensity; higher % means a stronger effect | Mannose-6-phosphate isomerase (Homo sapiens)
human PMI inhibition: inhibitors of human PMI, primary screen, biochemical, fluorescence intensity, coupled assay (AID 1209); Mannose-6-phosphate isomerase (Homo sapiens); purified PMI enzyme, coupled fluorescence intensity; higher % means a stronger effect; inhibition, % at 20 µM; hits with a dose series show IC50 in µM; 190,000 compounds, 0.42% hits;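 also: plate controls were DMSO vehicle for no effect and wells lacking substrate for full effect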
P. falciparum M17LAP: P. falciparum M17LAP inhibitors, primary screen, biochemical, fluorogenic H-Leu-NHMec substrate, 1536-well (AID 1619) | inhibition, % at 30 µM; hits with a dose series show IC50 in µM | 220,000 compounds, 0.38% hits | recombinant M17LAP, H-Leu-NHMec fluorogenic kinetic assay; higher % means a stronger effect | Leucine aminopeptidase (Plasmodium falciparum (isolate 3D7));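 active = compound inhibiting the enzyme by more than half at any dose during confirmatory dose-response retesting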;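 also: plate controls were full reaction with DMSO carrier for no effect and no enzyme background for full effect; strong numbers were not always called active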
XIAP displacement: XIAP antagonists, biochemical, IAP family, fluorescence polarization (AID 1018); XIAP BIR domain, fluorescence polarization peptide displacement; higher % means a stronger effect; one-dose displacement, % at 20 µM; IC50 in µM for titrated hits; 200,000 compounds, 0.007% hits; in the data active = displacement above about 50%; also: a part of the inactive calls stands beside numbers as strong as those of hits
TNAP activators: human TNAP enzyme activators, primary screen, biochemical, luminescent, no phosphate acceptor, uHTS (AID 1001); Alkaline phosphatase, tissue-nonspecific isozyme (Homo sapiens); activation fold at 20 µM; hits with a dose series show EC50 in µM; purified TNAP, luminescent activation assay, no phosphate acceptor; higher activation fold means a stronger effect; 200,000 compounds, 0.03% hits; in the data active = activation fold from about 3, or a potency from the dose series; inactive = the rest, 99 in 100 with activation fold below about 1.6; also: many of its hits are not listed in these tables
SIAH1 antagonists: Siah-1 peptide-binding antagonists, primary screen, biochemical, fluorescence polarization, rhodamine-plectin, uHTS (AID 1817) | E3 ubiquitin-protein ligase SIAH1 (Homo sapiens) | Siah-1 / rhodamine-plectin peptide fluorescence polarization; higher % means a stronger effect | one-dose displacement, % at 20 µM; IC50 in µM for titrated hits | 290,000 compounds, 0.02% hits;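 active = displacement of at least 50% at 20 µM, with a fluorescence ratio check between 0.3 and a set limit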;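 also: plate controls were Siah plus tracer with DMSO for no effect and tracer alone without Siah for full effect; strong numbers were not always called active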
Lipid droplet cells 6.5 µM: further read-out of Lipid droplet, marked with its call; cell count; measured here: cell count, cytotoxicity flag;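 cells counted across two imaged fields per well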
* hit, by the source's call; x = no result given; [ ] = another dose, or the depositor's remark. Rule as the data show it, unless noted: active = inhibition above about 50%; inactive = the rest.

SMILES	UTI89 phage lysis	M1AAP inhibition	Lipid droplet	Lipid droplet cells 6.5 µM	PMI inhibition	human PMI inhibition	P. falciparum M17LAP	XIAP displacement	TNAP activators	SIAH1 antagonists
COc1ccc(O)c(C(=O)c2coc(=N)c(C(=O)Nc3ccc(SC(F)F)cc3)c2)c1	0.1%	7.9%	-6.5	742	23.3%	9.5%	6.8%	-2.9%	1.1	14.8%
CCCc1nc2oc3cc(OC)ccc3c(=O)c2c(=O)n1CCc1ccccc1	0.4%	1.5%	3.4	652	x	x	-6.7%	x	x	6.8%
CCC(=O)Nc1c(C(=O)N2CCN(c3ccccn3)CC2)cnn1-c1ccc(Cl)cc1	0.6%[50 µM]	0.8%	20.4	693	-4.1%	-6.0%	-4.5%	-1.4%	1.1	1.5%
CC(C)C1CC(CCN)(c2ccccc2)CCO1 (stereo not given)	-2.2%[50 µM]	3.5%	-18.1	698	x	x	10.9%	x	x	5.1%
COc1ccc2[nH]c(C(=O)NCCN3CCCCC3)cc2c1	x	6.6%	19.5	693	x	x	-18.4%	x	x	2.0%
O=C(O)C1C2C=CC(O2)C1C(=O)NCc1ccccc1Br (stereo not given)	3.4%	11.7%	-2.5	768	5.0%	9.2%	8.4%	-2.6%	1.1	1.9%
CCn1ccnc1CN(C)Cc1cn(-c2ccc(C)cc2)nc1-c1ccc(F)cc1	-0.2%	-5.3%	-2.6	690	12.2%	13.8%	-15.4%	-9.8%	1.1	-4.9%
CC(=O)Nc1ccc2nc(NC(=O)COc3ccc([N+](=O)[O-])cc3)sc2c1	-0.2%	10.2%	3.5	751	9.4%	15.3%	-1.9%	-8.4%	1.1	1.4%
Cc1cc2c(c(=O)n1Cc1cccnc1)C(Cc1ccccc1)C(C#N)=C(N)O2 (stereo not given)	0.0%	11.2%	x	x	7.4%	9.4%	-21.8%	-4.4%	1.1	-3.8%
O=[N+]([O-])c1cc(-c2n(-c3ccccn3)c3ccccc3[n+]2-c2ccccn2)ccc1Cl	0.1%	2.2%	5.0	691	-8.6%	-11.6%	11.9%	-4.9%	1.1	4.8%
O=C(CN1CCC(c2nc3ccccc3s2)CC1)N1CCCCC1	-0.6%	0.7%	0.6	624	18.1%	13.6%	-1.0%	-7.4%	1.1	-1.2%
Cn1c(=O)c2c(ncn2CC(O)CNc2cccc(Cl)c2)n(C)c1=O (stereo not given)	-0.2%	1.1%	-38.6	691	9.2%	3.6%	10.3%	-7.4%	1	-2.3%
COC(=O)c1c(-n2c(C)cc(C=O)c2C)sc2c1CCCC2	6.2%	11.7%	-18.7	740	1.1%	4.4%	8.6%	-11.4%	1.1	-4.7%
Nc1nc2sc3c(c2cc1C(=O)N1CCOCC1)CCCC3	-0.6%	6.9%	x	x	-7.9%	-7.1%	-107.8%	-3.8%	1.1	0.7%
COc1ccc(/C=N/NC(=O)C2C(C=C(Cl)Cl)C2(C)C)c(OC)c1 (stereo not given)	1.8%	0.1%	0.8	752	11.9%	14.3%	0.4%	-3.4%	1.2	3.5%
COc1ccc(-c2ccc(CNCCCN3CCOCC3)o2)cc1Cl	0.2%	-1.0%	-2.2	631	-3.6%	-2.0%	-0.6%	-7.0%	1.1	5.7%
CCC(C)(C)NC(=O)c1ccc(Br)o1	4.7%	1.6%	-9.8	603	3.8%	5.0%	5.5%	2.4%	1	-3.0%
CCn1cc(S(=O)(=O)CC(=O)Nc2cccc(C)c2)c2ccccc21	-1.2%	4.7%	4.0	750	x	x	0.4%	x	x	12.6%
Cc1cc(C)n2nc(N)c(N=Nc3ccc4c(c3)OCO4)c2n1	0.0%[50 µM]	-0.9%	11.7	722	0.8%	-1.4%	-3.7%	-5.3%	1	-7.5%
OCC(O)C(O)C(O)C(O)c1nc2ccccc2[nH]1 (stereo not given)	-1.0%	-1.3%	1.2	701	7.7%	-5.9%	-1.2%	-14.3%	1	-2.0%

For reference, part of the list above.
SMILES	UTI89 phage lysis	M1AAP inhibition	Lipid droplet	Lipid droplet cells 6.5 µM	PMI inhibition	human PMI inhibition	P. falciparum M17LAP	XIAP displacement	TNAP activators	SIAH1 antagonists
CCn1cc(S(=O)(=O)CC(=O)Nc2cccc(C)c2)c2ccccc21	-1.2%	4.7%	4.0	750	x	x	0.4%	x	x	12.6%
Cc1cc(C)n2nc(N)c(N=Nc3ccc4c(c3)OCO4)c2n1	0.0%[50 µM]	-0.9%	11.7	722	0.8%	-1.4%	-3.7%	-5.3%	1	-7.5%

The listing continues:
SMILES	UTI89 phage lysis	M1AAP inhibition	Lipid droplet	Lipid droplet cells 6.5 µM	PMI inhibition	human PMI inhibition	P. falciparum M17LAP	XIAP displacement	TNAP activators	SIAH1 antagonists
COC(=O)CCCC1=CC2=C(c3ccccc3)C(=O)C(C)(OC(=O)C3CCCC3)C(=O)C2=CN1CCN1CCOCC1 (stereo not given)	1.2%	-5.7%	6.0	667	x	x	1.7%	x	x	3.2%
Cc1cc(=O)oc(C)c1C(=O)Nc1ccc(N(C)C)cc1	-0.5%	6.5%	-21.0	678	x	x	2.1%	x	x	3.5%
COc1ccc(CCC(=O)Nc2cc(Cl)ccc2N2CCN(C)CC2)cc1	x	7.3%	x	x	14.1%	13.1%	-1.2%	-26.8%	1	2.4%
CCOC(=O)N1CCN(C(=O)CSc2nnc(-c3cc(OC)cc(OC)c3)o2)CC1	0.2%	-5.1%	-12.1	680	7.0%	8.3%	3.5%	-2.7%	1.1	0.0%
O=C(Nc1ccc(NC(=O)c2ccco2)c(Cl)c1)c1ccc2c(c1)OCCO2	0.2%	2.7%	0.9	697	x	x	1.3%	x	x	27.2%
CCSc1nc2ccccc2c(=O)n1Cc1ccc(F)cc1	0.1%	-2.1%	9.3	687	1.3%	2.4%	-5.1%	0.1%	1.1	-4.1%
COc1ccc(C(=O)NCC(=O)N/N=C(\C)c2ccco2)cc1OC	-0.8%	-0.1%	4.2	744	x	x	-6.2%	x	x	-2.5%
CCN(CCO)c1ccc(NC(=S)Nc2cccc(S(=O)(=O)N(C)C)c2)cc1	-0.1%	13.3%	-42.1	772	54.1%*	19.3%	15.0%	-0.6%	1.1	17.7%
Cc1ccc(C(=O)NCCCn2ccnc2)o1	3.2%	9.7%	x	x	10.2%	0.5%	-4.1%	-4.3%	1.1	-1.8%
CCOC(=O)CSc1nc2c(c(-c3ccc(C)o3)c1C#N)CCCC2	0.5%	4.0%	0.9	765	-42.1%	-12.4%	22.9%	-3.8%	1	-6.8%
O=C(CCCOc1ccccc1)NC1CCCc2ccccc21 (stereo not given)	3.7%	5.2%	0.3	656	9.0%	4.9%	-8.8%	-3.0%	1.1	-0.6%
CN(C)c1ccc(-c2nn3c(-c4ccc(Cl)cc4Cl)nnc3s2)cc1	x	-3.4%	-78.1	315	-22.8%	-11.3%	10.5%	3.4%	1.2	15.5%
CCC(=O)c1ccc(OCCN2CCOCC2)cc1	0.2%	4.9%	-16.0	698	-0.6%	5.4%	1.9%	-4.7%	1.1	1.5%
CCn1c(N)c(C(=O)NCc2ccco2)sc1=S	-0.6%	11.0%	x	x	17.2%	13.0%	37.9%	-2.8%	1.1	-1.9%
O=C(COC(=O)CCC1CCCC1)Nc1ccc(Cl)cc1F	3.4%	-0.4%	-0.1	608	7.4%	18.6%	2.4%	-3.7%	1.1	0.7%
O=[N+]([O-])c1cc2c(c(CSc3nnc(Nc4ccccc4)s3)c1)OCOC2	0.3%	0.3%	64.1*	740*	-8.2%	-20.0%	-0.2%	-6.4%	1	-2.1%
Nc1ccc(Oc2cccc(Oc3ccc(N)cc3)c2)cc1	-0.1%	-1.5%	6.0	717	9.9%	4.9%	0.9%	-2.4%	1	1.3%
NC(=O)/C(=C/c1ccco1)NC(=O)/C=C/c1ccccc1	0.7%	5.5%	-5.6	688	-13.4%	3.2%	13.9%	3.4%	1	8.3%
CCOc1ccc(-c2noc(-c3cccnc3)n2)cc1OC	0.2%	2.1%	x	x	15.7%	13.9%	-5.9%	1.3%	1.1	0.3%
O=C(C1CCN(S(=O)(=O)c2cnc[nH]2)CC1)N1CCc2ccccc2C1	-1.6%	-6.1%	-0.1	738	-4.4%	9.4%	-7.4%	-1.0%	1.1	-5.0%
CC(C)C(=O)Nc1nnc(SCC(=O)NC2CC2)s1	0.0%	11.4%	x	x	4.9%	5.1%	-2.9%	-0.3%	1.1	3.6%
CN(C)CCNC(=O)CNC(=S)N(CCCN1CCOCC1)Cc1cccs1	-0.1%	0.6%	-6.7	677	-7.8%	-12.7%	4.8%	-4.4%	1.3	-5.0%
CC(=O)N1CCC(N(CCN2CCOCC2)C(=S)Nc2ccc(C)c(C)c2)CC1	0.2%	-0.6%	8.3	712	1.7%	-1.0%	-4.0%	-2.7%	1.1	-3.3%
CC1=C(C)CC(C(=O)c2ccc(C)cc2)C(C(=O)O)C1 (stereo not given)	0.3%	11.9%	x	x	-6.8%	-4.3%	1.8%	0.0%	1.1	2.5%

Structures shown so far with a furan ring, fused or not, in the order listed:
SMILES	UTI89 phage lysis	M1AAP inhibition	Lipid droplet	Lipid droplet cells 6.5 µM	PMI inhibition	human PMI inhibition	P. falciparum M17LAP	XIAP displacement	TNAP activators	SIAH1 antagonists
COc1ccc(-c2ccc(CNCCCN3CCOCC3)o2)cc1Cl	0.2%	-1.0%	-2.2	631	-3.6%	-2.0%	-0.6%	-7.0%	1.1	5.7%
CCC(C)(C)NC(=O)c1ccc(Br)o1	4.7%	1.6%	-9.8	603	3.8%	5.0%	5.5%	2.4%	1	-3.0%
O=C(Nc1ccc(NC(=O)c2ccco2)c(Cl)c1)c1ccc2c(c1)OCCO2	0.2%	2.7%	0.9	697	x	x	1.3%	x	x	27.2%
COc1ccc(C(=O)NCC(=O)N/N=C(\C)c2ccco2)cc1OC	-0.8%	-0.1%	4.2	744	x	x	-6.2%	x	x	-2.5%
Cc1ccc(C(=O)NCCCn2ccnc2)o1	3.2%	9.7%	x	x	10.2%	0.5%	-4.1%	-4.3%	1.1	-1.8%
CCOC(=O)CSc1nc2c(c(-c3ccc(C)o3)c1C#N)CCCC2	0.5%	4.0%	0.9	765	-42.1%	-12.4%	22.9%	-3.8%	1	-6.8%
CCn1c(N)c(C(=O)NCc2ccco2)sc1=S	-0.6%	11.0%	x	x	17.2%	13.0%	37.9%	-2.8%	1.1	-1.9%
NC(=O)/C(=C/c1ccco1)NC(=O)/C=C/c1ccccc1	0.7%	5.5%	-5.6	688	-13.4%	3.2%	13.9%	3.4%	1	8.3%
